Compound activity (PubChem BioAssay)
sdo1 growth = restores growth of sdo1-depleted yeast; z-score at 10 µM; hit rate 0.21% among 140,000; S. cerevisiae sdo1-depleted JHY4D growth rescue, OD600 30 h; hits give high values; pdr5 snq2 efflux-pump mutant strain;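 active means z-score above 3 at both the 24 hr and the 30 hr optical density reads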;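 further: z-score against mean and SD of all compound wells on the same plate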
INS promoter inh = TRM-6 insulin promoter activity inhibition. inhibition, % at 2 µM. AID 1273. TRM-6 cells (human fetal islet line), insulin promoter-eGFP reporter, imaging; reporter expression induced with tamoxifen. hit rate 0.9% among 130,000;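 active means inhibition above the mean plus 3 SD, with well images judged a real hit on visual review, cut at about 60% in these data, passing the limit was not always enough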
sdo1 growth Rescue 24 h = second read-out of sdo1 growth, no call of its own (marks repeat the call); z-score; S. cerevisiae sdo1-depleted JHY4D growth rescue, OD600; measured here: growth rescue at 24 h;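 0 is the plate mean of compound wells and units are plate SD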
Active calls of the source: *.

Results for CCN(CC)C(=O)C(=O)c1cccn1-c1cccc(Cl)c1C#N ?
sdo1 growth: 0.43; INS promoter inh: 25; sdo1 growth Rescue 24 h: -0.26

Results for Cn1c(-c2ccc(-c3ccccc3)cc2)c[nH]c1=S ?
sdo1 growth: -1.4; INS promoter inh: 5; sdo1 growth Rescue 24 h: -0.13

What do the screens show for `O=C(/C=C\c1ccc2c(c1)OCO2)NC1(C(=O)Nc2ccc3c(c2)OCCO3)CCCCC1`?
sdo1 growth: 1.1; INS promoter inh: 12; sdo1 growth Rescue 24 h: 1.4

Results for C/C(=N\NC(N)=O)c1ccc(Cl)cc1 ?
sdo1 growth: 1.8; sdo1 growth Rescue 24 h: 1.2

What do the screens show for `N#Cc1ccccc1Cn1c(=O)n(CCC(=O)NCc2ccco2)c(=O)c2ccccc21`?
sdo1 growth: 1; INS promoter inh: -56; sdo1 growth Rescue 24 h: 0.72

Results for Cc1noc(C)c1C(=O)OC(C)C(=O)Nc1ccc(S(=O)(=O)NC(C)C)cc1 (stereo not drawn) ?
sdo1 growth: 0.79; INS promoter inh: 27; sdo1 growth Rescue 24 h: -0.15

Results for COc1ccccc1/C=N/NC(=O)CNC(=O)c1ccc(S(=O)(=O)N(C)C)cc1 ?
INS promoter inh: -11

How did COc1ccc(-c2noc(-c3cccc(Cl)c3)n2)cc1OC do in these assays?
sdo1 growth: -0.71; INS promoter inh: -106; sdo1 growth Rescue 24 h: 0.22

How did CCCOc1cccc(C(=O)Nc2cc(NC(=O)c3ccco3)ccc2OC)c1 do in these assays?
sdo1 growth: -0.84; INS promoter inh: 9; sdo1 growth Rescue 24 h: -1

How did COc1cc(C)ccc1OCCOCCN(C)Cc1ccccc1 do in these assays?
sdo1 growth: 0.5; INS promoter inh: -133; sdo1 growth Rescue 24 h: -0.36

Results for CCOc1cc(-c2nc(-c3cc(OC)c(OC)c(OC)c3)no2)cc(OCC)c1OCC ?
INS promoter inh: 7

How did O=C(CCCCCCCC(=O)NCC1CCCO1)NCC1CCCO1 (stereo not drawn) do in these assays?
sdo1 growth: 1.6; INS promoter inh: 3; sdo1 growth Rescue 24 h: 2.2

How did CCC(C)NC(=O)COc1ccc(OCc2ccccc2)cc1 (stereo not drawn) do in these assays?
INS promoter inh: -83

How did CCOC(=O)Cn1nnnc1CN(Cc1ccc(OC)cc1)Cc1cc2cc(C)ccc2[nH]c1=O do in these assays?
sdo1 growth: -0.15; INS promoter inh: -32; sdo1 growth Rescue 24 h: -0.13

What do the screens show for `COc1cc(C(=O)Nc2cc(-c3ccccc3)[nH]n2)cc(OC)c1OC`?
sdo1 growth: -1.1; sdo1 growth Rescue 24 h: -1.2

How did CCCn1c(SCC(=O)c2cc(C)n(-c3ccc4c(c3)OCO4)c2C)n[nH]c1=O do in these assays?
sdo1 growth: 0.46; sdo1 growth Rescue 24 h: 0.67

What do the screens show for `OC(C#CCN1CCOCC1)c1cccs1` (stereo not drawn)?
sdo1 growth: 0; sdo1 growth Rescue 24 h: 0.07

What do the screens show for `CC(C)(C)C(=O)NC(=S)Nc1cc(C(F)(F)F)ccc1N1CCOCC1`?
sdo1 growth: -1.6; INS promoter inh: -38; sdo1 growth Rescue 24 h: -0.92

Results for COc1ccnc(Oc2ccc(F)cc2)c1C(=O)N/C=N/OCc1ccc(Cl)cc1Cl ?
sdo1 growth: -0.2; INS promoter inh: 9; sdo1 growth Rescue 24 h: -0.6

Results for CCCc1nnc(SCC(=O)N2CCCC2)n1CC1CCCO1 (stereo not drawn) ?
sdo1 growth: 3.2*; sdo1 growth Rescue 24 h: 5.1*

Results for CC(C)OC(=O)c1nnn(-c2nonc2N)c1CSc1ccccn1 ?
sdo1 growth: -0.36; INS promoter inh: -36; sdo1 growth Rescue 24 h: -0.71

What do the screens show for `COc1ccc(Cn2c(C)nnc2-c2cnn(C)c2N)cc1`?
INS promoter inh: 53

How did CCN(Cc1nc2ccccc2c(=O)[nH]1)Cc1nc2cc(OC)c(OC)cc2c(=O)[nH]1 do in these assays?
sdo1 growth: 0.71; INS promoter inh: 0; sdo1 growth Rescue 24 h: 0.6

What do the screens show for `Cc1nnc(NCc2n[nH]c(=O)c3ccccc23)c2ccccc12`?
sdo1 growth: 1; sdo1 growth Rescue 24 h: -0.42

How did O=C(OCCOc1ccccc1Cl)c1ccc(-n2cnnn2)cc1 do in these assays?
sdo1 growth: -0.41; INS promoter inh: 24; sdo1 growth Rescue 24 h: -0.44

How did O=C(c1ccc(C#Cc2ccccc2)o1)N1CCN(c2ccccn2)CC1 do in these assays?
sdo1 growth: -1.1; sdo1 growth Rescue 24 h: 0.17

Results for Cc1ccc(CNS(=O)(=O)NCc2ccccc2)cc1 ?
sdo1 growth: -0.52; INS promoter inh: 8; sdo1 growth Rescue 24 h: -0.42

How did COc1ccccc1C1CC(c2ccc(Br)cc2)=NN1C(=O)c1cccnc1 (stereo not drawn) do in these assays?
sdo1 growth: -1.5; INS promoter inh: 28; sdo1 growth Rescue 24 h: -1.1

Results for COC(=O)Nc1ccc(S(=O)(=O)N2CCN(c3ccc(F)cc3)CC2)cc1 ?
sdo1 growth: -1.4; INS promoter inh: 21; sdo1 growth Rescue 24 h: -1.1

Results for Brc1ccc(C2Nc3cccc4cccc(c34)N2)s1 ?
sdo1 growth: -0.19; INS promoter inh: -28; sdo1 growth Rescue 24 h: 0.6

What do the screens show for `COc1ccc(C(=O)CSc2nnc(CNc3nc(-c4ccccc4)cs3)n2C)cc1`?
sdo1 growth: -1.4; INS promoter inh: 14; sdo1 growth Rescue 24 h: -1.1

What do the screens show for `Cc1ccc(-n2cnc3cc(NCc4cccs4)ccc32)cc1`?
sdo1 growth: -2; INS promoter inh: 7; sdo1 growth Rescue 24 h: -2

Results for Cc1ccc2nc3n(c(=O)c2c1)CCC3 ?
sdo1 growth: -0.37; INS promoter inh: 3; sdo1 growth Rescue 24 h: -0.55

What do the screens show for `CCOC(=O)c1nn(-c2ccccc2)c(C(=O)OCC)c1N`?
sdo1 growth: 2; INS promoter inh: 17; sdo1 growth Rescue 24 h: 2.7

How did O=C(c1ccc(Cl)cc1)N1CCN(c2cc(=O)[nH]nc2-c2ccccc2)CC1 do in these assays?
sdo1 growth: -0.01; INS promoter inh: -32; sdo1 growth Rescue 24 h: -0.18

How did O=C(CN1CCN(S(=O)(=O)c2ccc3ccccc3c2)CC1)Nc1ccc2c(c1)CCC2 do in these assays?
sdo1 growth: -0.21; INS promoter inh: -17; sdo1 growth Rescue 24 h: 0.72

Results for O=C(O)c1cc(S(=O)(=O)Nc2ccc3c(c2)OCCO3)c(Cl)cc1Cl ?
sdo1 growth: 1.1; sdo1 growth Rescue 24 h: 1.1

What do the screens show for `Cc1cc(C)c(C)c(S(=O)(=O)N2C(=S)NC(=O)C2C(C)C)c1C` (stereo not drawn)?
sdo1 growth: -0.94; INS promoter inh: -23; sdo1 growth Rescue 24 h: -0.81

Results for Cc1ccc(S(=O)(=O)CCC(=O)OCC(=O)Nc2ncc(Cl)cc2Cl)cc1 ?
sdo1 growth: 0.82; INS promoter inh: 36; sdo1 growth Rescue 24 h: 0.13

How did O=c1[nH]c2ccc(S(=O)(=O)N3CCN(Cc4ccccc4)CC3)cc2[nH]c1=O do in these assays?
sdo1 growth: 0.08; INS promoter inh: -88; sdo1 growth Rescue 24 h: -0.69

Results for Cc1cccc(N2C(=O)CC(N3CCN(Cc4ccc5c(c4)OCO5)CC3)C2=O)c1 (stereo not drawn) ?
sdo1 growth: 1.2; INS promoter inh: -62; sdo1 growth Rescue 24 h: 1.7

How did CC(=O)c1c(C)[nH]c(C(=O)OCc2ccccc2)c1C do in these assays?
sdo1 growth: -1.6; INS promoter inh: -79; sdo1 growth Rescue 24 h: -0.91

How did CCn1c(CNc2ccc(OC)cc2)nnc1SCC(=O)Nc1ccc(F)cc1 do in these assays?
sdo1 growth: 0.16; INS promoter inh: -83; sdo1 growth Rescue 24 h: -0.31

Results for CNc1c([N+](=O)[O-])cnn1-c1ccc(Cl)cc1 ?
sdo1 growth: 0.53; sdo1 growth Rescue 24 h: -0.57

Results for COC(=O)C1C(C(C)C)N(c2ccccc2)OC1(C)O (stereo not drawn) ?
sdo1 growth: -0.17; INS promoter inh: 15; sdo1 growth Rescue 24 h: 0.14

What do the screens show for `CCS(=O)(=O)N1CCC(C(=O)Nc2cccc(C(C)=O)c2)CC1`?
sdo1 growth: 0.16; INS promoter inh: 0; sdo1 growth Rescue 24 h: 0.01

Results for O=C1C(C23CC4CC(CC(C4)C2)C3)C(=O)N(c2ccccc2)N1c1ccccc1 ?
sdo1 growth: 1.3; INS promoter inh: -23; sdo1 growth Rescue 24 h: 4.1

What do the screens show for `Cc1cccc(NC2(C(F)(F)F)N=C3SCCN3C2=O)n1` (stereo not drawn)?
sdo1 growth: 0.46; INS promoter inh: 9; sdo1 growth Rescue 24 h: -0.57

Results for Cc1ccc(NC(=O)/C(CN(C)C)=N\O)cc1 ?
sdo1 growth: 1.4; INS promoter inh: 0; sdo1 growth Rescue 24 h: 1.4

Results for O=C(COc1ccc2ccccc2c1)NNC(=O)Cc1ccccc1 ?
sdo1 growth: 0.53; sdo1 growth Rescue 24 h: 1

What do the screens show for `CC1(C)Cc2c(sc(/N=C/N3CCCC3)c2C#N)C(C)(C)N1`?
sdo1 growth: 0.44; INS promoter inh: 34; sdo1 growth Rescue 24 h: -0.15

What do the screens show for `OC1(c2ccc(Cl)cc2)CN(c2ccccc2)C2=[N+]1CCS2` (stereo not drawn)?
INS promoter inh: 33

How did COc1ccc(NC(=O)CSc2nnc(-c3ccccc3C)n2C)cc1 do in these assays?
sdo1 growth: -1.1; INS promoter inh: 26; sdo1 growth Rescue 24 h: -1.6

Results for C[C@H](NC(=O)c1ccc(Cl)cc1)C(=O)NCCc1ccc(S(N)(=O)=O)cc1 ?
INS promoter inh: -49

What do the screens show for `CCOc1ccc(NC(=S)NC(C)c2cccs2)cc1` (stereo not drawn)?
sdo1 growth: -1.1; INS promoter inh: -7; sdo1 growth Rescue 24 h: -0.99

What do the screens show for `CN(c1ccccc1)S(=O)(=O)c1cccc(C(=O)OCC(=O)NCc2ccco2)c1`?
INS promoter inh: 19

What do the screens show for `Cc1ccc(N2C(=O)c3ccccc3C2=O)cc1C`?
sdo1 growth: 0.62; INS promoter inh: -17; sdo1 growth Rescue 24 h: 0.56

What do the screens show for `Cc1cccn2c(=O)c3cc(C(=O)O)n(C)c3nc12`?
sdo1 growth: 0.29; INS promoter inh: 21; sdo1 growth Rescue 24 h: -1.1

How did O=C(COC(=O)c1ccc([N+](=O)[O-])s1)Nc1ncc(C(F)(F)F)cc1Cl do in these assays?
sdo1 growth: -2.1; sdo1 growth Rescue 24 h: -1.7

How did COC(=O)c1ccc(C(=O)OC)c(NC(=O)CN2CCN(c3ccccc3OC)CC2)c1 do in these assays?
sdo1 growth: -1.8; sdo1 growth Rescue 24 h: -1.6

How did C=CCn1c(SCC(=O)NC23CC4CC(CC(C4)C2)C3)nc2cc(C(=O)O)ccc2c1=O do in these assays?
INS promoter inh: 42

How did CC(=O)Nc1cc2c(nc1C)nc(C)n2Cc1ccc(Br)cc1 do in these assays?
sdo1 growth: 0.26; INS promoter inh: -4; sdo1 growth Rescue 24 h: -0.26

How did CC(C)(C)c1nnc(NC(=O)C2CCN(c3ncccn3)CC2)s1 do in these assays?
sdo1 growth: 1.1; INS promoter inh: -41; sdo1 growth Rescue 24 h: 1.4

Structural class, the compounds so far containing an NH in an aromatic ring
Results for Cn1c(-c2ccc(-c3ccccc3)cc2)c[nH]c1=S ?
sdo1 growth: -1.4; INS promoter inh: 5; sdo1 growth Rescue 24 h: -0.13

How did CCOC(=O)Cn1nnnc1CN(Cc1ccc(OC)cc1)Cc1cc2cc(C)ccc2[nH]c1=O do in these assays?
sdo1 growth: -0.15; INS promoter inh: -32; sdo1 growth Rescue 24 h: -0.13

What do the screens show for `COc1cc(C(=O)Nc2cc(-c3ccccc3)[nH]n2)cc(OC)c1OC`?
sdo1 growth: -1.1; sdo1 growth Rescue 24 h: -1.2

How did CCCn1c(SCC(=O)c2cc(C)n(-c3ccc4c(c3)OCO4)c2C)n[nH]c1=O do in these assays?
sdo1 growth: 0.46; sdo1 growth Rescue 24 h: 0.67

How did CCN(Cc1nc2ccccc2c(=O)[nH]1)Cc1nc2cc(OC)c(OC)cc2c(=O)[nH]1 do in these assays?
sdo1 growth: 0.71; INS promoter inh: 0; sdo1 growth Rescue 24 h: 0.6

What do the screens show for `Cc1nnc(NCc2n[nH]c(=O)c3ccccc23)c2ccccc12`?
sdo1 growth: 1; sdo1 growth Rescue 24 h: -0.42

How did O=C(c1ccc(Cl)cc1)N1CCN(c2cc(=O)[nH]nc2-c2ccccc2)CC1 do in these assays?
sdo1 growth: -0.01; INS promoter inh: -32; sdo1 growth Rescue 24 h: -0.18

How did O=c1[nH]c2ccc(S(=O)(=O)N3CCN(Cc4ccccc4)CC3)cc2[nH]c1=O do in these assays?
sdo1 growth: 0.08; INS promoter inh: -88; sdo1 growth Rescue 24 h: -0.69

How did CC(=O)c1c(C)[nH]c(C(=O)OCc2ccccc2)c1C do in these assays?
sdo1 growth: -1.6; INS promoter inh: -79; sdo1 growth Rescue 24 h: -0.91

Compounds as they come; about 0.99% have a hit in one of these screens.
